hIAP activ: increases human intestinal alkaline phosphatase activity; P09923; purified human IAP, CDP-Star luminescence, 30 min; hits give high values; 1 = vehicle-only enzyme, 0 = enzyme-free background; activation factor at 10 µM; 0.16% of 330,000 active; AID 2524;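 active means activation factor of the enzyme at least 2-fold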; further: the source names both 10 and 20 µM as test concentration; values of inactives mirror those of a sister screen read the other way
Target sequence (P09923 whole entry, looked up): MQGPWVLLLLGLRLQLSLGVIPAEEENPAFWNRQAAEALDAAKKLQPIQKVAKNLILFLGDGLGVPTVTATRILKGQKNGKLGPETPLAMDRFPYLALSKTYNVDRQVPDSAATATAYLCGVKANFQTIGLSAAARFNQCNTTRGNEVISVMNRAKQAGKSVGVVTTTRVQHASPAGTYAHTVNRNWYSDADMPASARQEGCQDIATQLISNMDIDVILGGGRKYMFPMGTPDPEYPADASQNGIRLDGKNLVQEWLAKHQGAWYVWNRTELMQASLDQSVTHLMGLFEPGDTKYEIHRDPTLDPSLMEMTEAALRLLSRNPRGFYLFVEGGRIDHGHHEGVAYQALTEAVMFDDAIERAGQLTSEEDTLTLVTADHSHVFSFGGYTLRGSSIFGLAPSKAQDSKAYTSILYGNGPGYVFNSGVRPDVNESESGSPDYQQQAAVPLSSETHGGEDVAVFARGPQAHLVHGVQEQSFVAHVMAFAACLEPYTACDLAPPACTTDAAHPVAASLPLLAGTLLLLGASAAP
MPTP inh: inhibitors of mitochondrial permeability transition pore; isolated mouse mitochondria, Ca2+ swelling absorbance, 30 min; inhibition, % at 10 µM; 1.4% of 360,000 active; AID 602449;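 active means inhibition of 50% or more, scaled per plate between neutral and stimulator controls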;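 further: 0% = DMSO wells given calcium and 100% = 1 mM EGTA wells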
APOBEC3G inh: inhibitors of human APOBEC3G DNA deaminase. inhibition, % at 20 µM. AID 493012. 0.28% of 330,000 active. recombinant A3G, ssDNA deamination FAM/TAMRA fluorescence;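 active means inhibition of at least 40% at 20 µM, with no more than 30% in the related APOBEC3A deaminase screen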;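 further: plate controls were DMSO wells with A3G for no effect and wells lacking A3G enzyme for full effect; some compounds called inactive have numbers as strong as hits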
beta cell repl: MIN6 beta-cell proliferation induction | MIN6 cells proliferation, ATPlite luminescence, 48 h; cells starved in 0.2% serum; 100% = growth in 10% serum | proliferation, % at 10 µM | 0.29% of 330,000 active | AID 2380;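 active means compounds whose signal lies at least 3.5 SD above the mean of all wells on their plate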;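 further: 0% = DMSO-treated cells in low-serum medium and 100% = 10% serum control; some compounds called inactive have numbers as strong as hits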
hIAP inh: human IAP inhibition; inhibition, % at 10 µM; 0.12% of 330,000 active; purified IAP, CDP-Star luminescence, 30 min; P09923;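 active means inhibition reaching a set limit with compound at 10 µM in the primary screen, cut at about 35% in these data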;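 further: plate controls were DMSO wells with enzyme for no effect and no-enzyme buffer wells for full effect; values of inactives mirror those of a sister screen read the other way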
mIAP activ: increases mouse intestinal alkaline phosphatase activity. activation factor at 10 µM. muIAP, CDP-Star luminescence, 30 min; hits give high values; 1 = vehicle-only enzyme signal, 0 = enzyme-free wells. 0.24% of 330,000 active. AID 2805;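 active means activation factor of at least 2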; further: the source names both 10 and 20 µM as test concentration; values of inactives mirror those of a sister screen read the other way
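Assay system: mouse IAP enzyme; Reagent: CDP-Star chemiluminescent phosphatase substrate; Compound: DMSO-dissolved test compounds; Incubation: 30 min, room temperature; Technique: luminescence from enzymatic CDP-Star hydrolysis; Controls: DMSO-only wells and no-enzyme negative control.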
mIAP inh: mouse IAP inhibition; 0.2% of 330,000 active; purified mouse IAP, CDP-Star luminescence, 30 min; inhibition, % at 10 µM;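 active means inhibition of at least 40% at 10 µM in the primary screen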;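 further: plate controls were DMSO with enzyme for no effect and no enzyme wells for full effect; values of inactives mirror those of a sister screen read the other way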
APOBEC3A inh: human APOBEC3A DNA deaminase inhibition; inhibition, % at 20 µM; 0.41% of 330,000 active; P31941; recombinant A3A, FAM/TAMRA ssDNA deamination fluorescence;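 active means at least 40% inhibition at 20 µM here, with at most 30% in a related deaminase screen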;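 further: plate controls were A3A with DMSO for no effect and wells lacking A3A enzyme for full effect; some results filed as inactive read as strong as hits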
Target sequence (P31941 whole entry, looked up): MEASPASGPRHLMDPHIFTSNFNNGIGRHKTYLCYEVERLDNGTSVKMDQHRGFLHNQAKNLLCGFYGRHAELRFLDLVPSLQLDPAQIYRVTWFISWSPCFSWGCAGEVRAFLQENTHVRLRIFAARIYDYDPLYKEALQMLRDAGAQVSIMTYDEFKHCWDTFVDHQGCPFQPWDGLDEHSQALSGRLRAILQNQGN
ATG4B inh: ATG4B (human) cysteine protease inhibition; Q9Y4P1; ATG4B cleavage of LC3-PLA2, NBD-HPC fluorescence, 1 h; inhibition, % at 8.33 µM; 0.51% of 340,000 active; in the data active means inhibition above about 40%
Target sequence (Q9Y4P1 whole entry, looked up): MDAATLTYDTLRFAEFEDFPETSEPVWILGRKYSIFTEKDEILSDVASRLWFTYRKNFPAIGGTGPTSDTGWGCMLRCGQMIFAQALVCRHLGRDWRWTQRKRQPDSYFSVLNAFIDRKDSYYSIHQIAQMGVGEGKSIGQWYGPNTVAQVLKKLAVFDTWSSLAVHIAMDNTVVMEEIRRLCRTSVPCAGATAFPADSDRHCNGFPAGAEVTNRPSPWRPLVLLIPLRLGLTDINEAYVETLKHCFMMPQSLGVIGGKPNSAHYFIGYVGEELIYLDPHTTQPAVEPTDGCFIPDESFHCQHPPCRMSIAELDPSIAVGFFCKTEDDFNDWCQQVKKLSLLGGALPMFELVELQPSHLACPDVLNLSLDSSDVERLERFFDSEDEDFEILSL
* marks the source's active call; other numbers are inactive results; & = joins results of further samples. Rows were taken by chance, and some 3.3% of all compounds hit somewhere here.

Results for COc1ccc(OC)c(CNc2ccc([N+](=O)[O-])cc2C)c1 ?
hIAP activ: 0.87; MPTP inh: -2.6; APOBEC3G inh: -14; beta cell repl: -4; hIAP inh: 13; mIAP activ: 0.93; mIAP inh: 7; APOBEC3A inh: -4; ATG4B inh: 5

How did Cc1onc(-c2ccccc2Cl)c1C(=O)N1CCN(C)CC1 do in these assays?
hIAP activ: 1; MPTP inh: 0.3; APOBEC3G inh: -5; beta cell repl: -1; hIAP inh: -1; mIAP activ: 0.97; mIAP inh: 3; APOBEC3A inh: 0; ATG4B inh: -1

What do the screens show for `Cc1ccc(CNC(=O)CN(C)S(=O)(=O)c2ccc3c(c2)n(C)c(=O)c(=O)n3C)cc1`?
hIAP activ: 1.1; MPTP inh: -1.3; APOBEC3G inh: 0; beta cell repl: -3; hIAP inh: -14; mIAP activ: 0.96; mIAP inh: 4; APOBEC3A inh: 3; ATG4B inh: 6

Results for CCCCN(C(C)=O)c1c(N)n(CCC)c(=O)n(CC(=O)Nc2cc(Cl)cc(Cl)c2)c1=O ?
hIAP activ: 0.95; MPTP inh: -2.9; APOBEC3G inh: -6; beta cell repl: -2; hIAP inh: 5; mIAP activ: 0.95; mIAP inh: 5; APOBEC3A inh: 2; ATG4B inh: 24

Results for NS(=O)(=O)c1ccc(CCNC(=O)c2ccc(=O)[nH]c2)cc1 ?
hIAP activ: 1.1; MPTP inh: 0.2; APOBEC3G inh: 4; beta cell repl: 1; hIAP inh: -7; mIAP activ: 1; mIAP inh: -4; APOBEC3A inh: -2; ATG4B inh: -1

How did Cc1cc2ccccc2n1CCNC(=O)COc1ccc2ccccc2c1 do in these assays?
hIAP activ: 1; MPTP inh: 0.4; APOBEC3G inh: -14; beta cell repl: -6; hIAP inh: 0; mIAP activ: 0.98; mIAP inh: 2; APOBEC3A inh: -7; ATG4B inh: -1

How did CCOc1ccc(NC(=S)N(CCc2c(C)[nH]c3ccccc23)Cc2cccnc2)cc1 do in these assays?
hIAP activ: 0.94; MPTP inh: -1.1; APOBEC3G inh: 3; beta cell repl: -5; hIAP inh: 6; mIAP activ: 1.1; mIAP inh: -8; APOBEC3A inh: -1; ATG4B inh: -14

What do the screens show for `COc1ccc(OCC(=O)NNC(=O)c2cccnc2)cc1`?
hIAP activ: 1.1; MPTP inh: -0.6; APOBEC3G inh: 0; beta cell repl: 1; hIAP inh: -11; mIAP activ: 1; mIAP inh: 0; APOBEC3A inh: 0; ATG4B inh: -9

How did CCOC(=O)[C@@H]1[C@H]2COc3cc(OC)ccc3[C@@H]2N2C(=O)N(c3ccc(F)cc3)C(=O)[C@]12C do in these assays?
hIAP activ: 1.1; MPTP inh: 0.1; APOBEC3G inh: -3; beta cell repl: -6; hIAP inh: -14; mIAP activ: 1; mIAP inh: -3; APOBEC3A inh: 4; ATG4B inh: 6

Results for COC(=O)[C@]1(C)N[C@H](CN(C)C(=O)Nc2ccccc2)[C@@H]2C(=O)N(C)C(=O)[C@@H]21 ?
hIAP activ: 0.98; MPTP inh: -1.2; APOBEC3G inh: -5; beta cell repl: 5; hIAP inh: 2; mIAP activ: 1.1; mIAP inh: -5; APOBEC3A inh: -2; ATG4B inh: 2

How did CCOc1ccc(CCNC(=O)COC(=O)Cc2c[nH]c3ccccc23)cc1OCC do in these assays?
hIAP activ: 0.85; MPTP inh: -1.8; APOBEC3G inh: -7; beta cell repl: 0; hIAP inh: 15; mIAP activ: 0.92; mIAP inh: 8; APOBEC3A inh: 1; ATG4B inh: 2

Results for CCN(CC)S(=O)(=O)c1ccc(N2CC(C(=O)NCCC3=CCCCC3)CC2=O)cc1 (configuration not stated) ?
hIAP activ: 0.91; MPTP inh: -1.1; APOBEC3G inh: -8; beta cell repl: -5; hIAP inh: 10; mIAP activ: 1.1; mIAP inh: -7; APOBEC3A inh: -2; ATG4B inh: -1

2 compounds drawn at random from those above, as already listed:
How did CCOc1ccc(NC(=S)N(CCc2c(C)[nH]c3ccccc23)Cc2cccnc2)cc1 do in these assays?
hIAP activ: 0.94; MPTP inh: -1.1; APOBEC3G inh: 3; beta cell repl: -5; hIAP inh: 6; mIAP activ: 1.1; mIAP inh: -8; APOBEC3A inh: -1; ATG4B inh: -14

Results for CCN(CC)S(=O)(=O)c1ccc(N2CC(C(=O)NCCC3=CCCCC3)CC2=O)cc1 (configuration not stated) ?
hIAP activ: 0.91; MPTP inh: -1.1; APOBEC3G inh: -8; beta cell repl: -5; hIAP inh: 10; mIAP activ: 1.1; mIAP inh: -7; APOBEC3A inh: -2; ATG4B inh: -1

(next part)
How did COc1ccccc1/C=C/C(=O)OC(C)CN1CCCCC1 (configuration not stated) do in these assays?
hIAP activ: 0.96; MPTP inh: -1.5; APOBEC3G inh: -2; beta cell repl: -3; hIAP inh: 4; mIAP activ: 0.99; mIAP inh: 1; APOBEC3A inh: -2; ATG4B inh: 3

What do the screens show for `CCOC(=O)C1C(=O)CC(O)(c2ccccc2)CC1c1ccccc1` (configuration not stated)?
hIAP activ: 0.93; MPTP inh: -1.8; APOBEC3G inh: -4; beta cell repl: -1; hIAP inh: 7; mIAP activ: 0.96; mIAP inh: 4; APOBEC3A inh: -4; ATG4B inh: -3

How did COc1ccccc1N1CCN(C(=O)c2cc(=O)c3ccc(C)cc3o2)CC1 do in these assays?
hIAP activ: 0.89; MPTP inh: 1.0; APOBEC3G inh: -9; beta cell repl: -3; hIAP inh: 11; mIAP activ: 1; mIAP inh: 0; APOBEC3A inh: -3; ATG4B inh: -1

What do the screens show for `O=C(NN=C1C2CC3CC(C2)CC1C3)c1ccccc1O`?
hIAP activ: 1.1; MPTP inh: 0.8; APOBEC3G inh: -7; beta cell repl: -1; hIAP inh: -12; mIAP activ: 1; mIAP inh: -3; APOBEC3A inh: -3; ATG4B inh: 2

What do the screens show for `CC(=O)Oc1cccc(/C=N\NC(=O)C(=O)N/N=C/c2cccc(OC(C)=O)c2)c1`?
hIAP activ: 1.3; MPTP inh: -1.1; APOBEC3G inh: -2; beta cell repl: -3; hIAP inh: -25; mIAP activ: 0.88; mIAP inh: 12; APOBEC3A inh: 6; ATG4B inh: -4

What do the screens show for `COc1ccc(C2=C(C=C(C#N)C#N)C(c3ccccc3C)c3ccccc3O2)cc1OC` (configuration not stated)?
hIAP activ: 1; MPTP inh: 34; APOBEC3G inh: -4; beta cell repl: -5; hIAP inh: -4; mIAP activ: 1.1; mIAP inh: -5; APOBEC3A inh: -1; ATG4B inh: -8

How did COc1cc(NC(=O)c2cnc(N)o2)cc(C(=O)Nc2cccc(C(F)(F)F)c2)c1 do in these assays?
hIAP activ: 1; MPTP inh: -0.5&-2.5; APOBEC3G inh: -7; beta cell repl: -3; hIAP inh: -3; mIAP activ: 0.98; mIAP inh: 2; APOBEC3A inh: -2; ATG4B inh: -22

Results for COc1ccc2c(c1OC)C(=O)N(c1ccc(C)cc1)C2 ?
hIAP activ: 1.1; MPTP inh: 2.6; APOBEC3G inh: 4; beta cell repl: -2; hIAP inh: -13; mIAP activ: 1.1; mIAP inh: -6; APOBEC3A inh: 7; ATG4B inh: 7

How did CCC(C)C(NC(=O)OCc1ccccc1)C(=O)OCN1C(=O)c2ccccc2C1=O (configuration not stated) do in these assays?
hIAP activ: 1; MPTP inh: -1.1; APOBEC3G inh: -1; beta cell repl: -4; hIAP inh: 0; mIAP activ: 1; mIAP inh: -2; APOBEC3A inh: 0; ATG4B inh: -1

Results for CCC[C@@H](NS(=O)(=O)c1ccc(C)cc1)C(=O)Oc1ccc2c3c(c(=O)oc2c1)CCC3 ?
hIAP activ: 1.1; MPTP inh: 28; APOBEC3G inh: 0; beta cell repl: 0; hIAP inh: -5; mIAP activ: 0.99; mIAP inh: 0; APOBEC3A inh: -2; ATG4B inh: -3

How did CC(=O)NC(CC(=O)O)C(=O)O (configuration not stated) do in these assays?
hIAP activ: 0.88; MPTP inh: -1.1; APOBEC3G inh: -5; beta cell repl: -1; hIAP inh: 12; mIAP activ: 1; mIAP inh: -1; APOBEC3A inh: -2; ATG4B inh: -5

Results for COc1ccc(NS(=O)(=O)c2cccc(NC(=O)c3ccc(Cl)nc3)c2)cc1 ?
hIAP activ: 0.9; MPTP inh: 100*; APOBEC3G inh: -5; beta cell repl: -6; hIAP inh: 10; mIAP activ: 1.1; mIAP inh: -5; APOBEC3A inh: -4; ATG4B inh: -8

Results for O=C(c1ccc(S(=O)(=O)N2CCc3ccccc3C2)cc1)N1CCCCC1 ?
hIAP activ: 1; MPTP inh: 5.2; APOBEC3G inh: 0; beta cell repl: -1; hIAP inh: -4; mIAP activ: 0.97; mIAP inh: 3; APOBEC3A inh: 0; ATG4B inh: 4

How did COc1ccc(S(=O)(=O)N2CCOCC2)cc1NC(=O)[C@@H]1CCCN1C(=O)c1cccs1 do in these assays?
hIAP activ: 1; MPTP inh: 0.2; APOBEC3G inh: -3; beta cell repl: 1; hIAP inh: -1; mIAP activ: 0.95; mIAP inh: 5; APOBEC3A inh: 4; ATG4B inh: -5

Results for C=CCSc1nsc(NC(=O)Nc2ccc(F)cc2)n1 ?
hIAP activ: 1; MPTP inh: 98*; APOBEC3G inh: -2; beta cell repl: -6; hIAP inh: -1; mIAP activ: 0.95; mIAP inh: 5; APOBEC3A inh: -3; ATG4B inh: 11

Results for COc1ccccc1CNC(=O)COC(=O)c1ccc(C)c(S(=O)(=O)N2CCOCC2)c1 ?
hIAP activ: 0.91; MPTP inh: -1.8; APOBEC3G inh: 0; beta cell repl: -3; hIAP inh: 9; mIAP activ: 0.96; mIAP inh: 4; APOBEC3A inh: 3; ATG4B inh: 1

What do the screens show for `CN(N=Nc1cccc([N+](=O)[O-])c1)c1cccc([N+](=O)[O-])c1`?
hIAP activ: 1.1; MPTP inh: 3.7; APOBEC3G inh: -3; beta cell repl: -1; hIAP inh: -10; mIAP activ: 0.91; mIAP inh: 9; APOBEC3A inh: 2; ATG4B inh: -13

What do the screens show for `Cc1ccc(CN2CCCC(C(=O)N3CCCC3)C2)cc1` (configuration not stated)?
hIAP activ: 1; MPTP inh: -1.8; APOBEC3G inh: -7; beta cell repl: -3; hIAP inh: -1; mIAP activ: 0.9; mIAP inh: 10; APOBEC3A inh: -3; ATG4B inh: 1

Results for Cn1ncc(Cl)c1C(=O)Nc1nc2ccc(Cl)cc2s1 ?
hIAP activ: 1; MPTP inh: 12; APOBEC3G inh: -4; beta cell repl: -4; hIAP inh: -2; mIAP activ: 0.95; mIAP inh: 5; APOBEC3A inh: 0; ATG4B inh: 14

How did CN1CCN(S(=O)(=O)c2cccc(C(=O)Oc3ccc(Br)cc3F)c2)CC1 do in these assays?
hIAP activ: 0.88; MPTP inh: 0.1; APOBEC3G inh: 0; beta cell repl: -2; hIAP inh: 12; mIAP activ: 1; mIAP inh: 0; APOBEC3A inh: -2; ATG4B inh: -3

What do the screens show for `Cc1ccc(S(=O)(=O)N2CCCCC2)cc1NC(=O)C1CCCO1` (configuration not stated)?
hIAP activ: 0.82; MPTP inh: -0.3; APOBEC3G inh: 0; beta cell repl: -2; hIAP inh: 18; mIAP activ: 1; mIAP inh: -3; APOBEC3A inh: -1; ATG4B inh: -9

Results for CC(=O)NC1(C(F)(F)F)C(=O)Nc2c1c(=O)[nH]c(=O)n2CC(C)C (configuration not stated) ?
hIAP activ: 0.96; MPTP inh: -1.1; APOBEC3G inh: -6; beta cell repl: 2; hIAP inh: 4; mIAP activ: 0.93; mIAP inh: 8; APOBEC3A inh: -1; ATG4B inh: -2

How did CC1(C)CC(=O)C(CS(=O)(=O)c2ccccc2)=C(O)C1 do in these assays?
hIAP activ: 1; MPTP inh: -0.2; APOBEC3G inh: -3; beta cell repl: 7; hIAP inh: -1; mIAP activ: 0.94; mIAP inh: 6; APOBEC3A inh: -1; ATG4B inh: 3

Bioassay records deposited in PubChem by Sanford-Burnham Center for Chemical Genomics.
